PLCb3 inh: PLC-beta3 (human) inhibition, primary screen | Q01970 | Purified PLC-beta3, fluorogenic substrate, fluorescence | inhibition, % at 12.2 µM | 370,000 tested, 0.18% active | AID 720704; in the data active = inhibition above about 11%;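 note: 0% = median of compound wells on plate and 100% = full blocker control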
DDE Tn6 FP inh: DD(E)-Tn6 binding inhibition, primary FP screen; P02675; Fibrin DD(E) TRITC-Tn6 fluorescence polarization displacement; inhibition, % at 8.3 µM; 370,000 tested, 0.21% active; AID 720509;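 active = inhibition above a per-campaign cutoff: mean of compounds within control limits plus 3 SD, cut at about 15% in these data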;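 note: 0% = median of all compound wells on the plate and 100% = blocking peptide control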
ASAP1 inh: inhibitors of human ASAP1 ArfGAP activity. Q9ULH1. ASAP1-stimulated ARF1 GTP hydrolysis, GDP FP detection. inhibition, % at 16.5 µM. 360,000 tested, 0.19% active; in the data active = inhibition above about 25%;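 note: 0% = vehicle with enzyme and substrate and 100% = no enzyme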
Target sequence (Q9ULH1 325-724 limits assumed): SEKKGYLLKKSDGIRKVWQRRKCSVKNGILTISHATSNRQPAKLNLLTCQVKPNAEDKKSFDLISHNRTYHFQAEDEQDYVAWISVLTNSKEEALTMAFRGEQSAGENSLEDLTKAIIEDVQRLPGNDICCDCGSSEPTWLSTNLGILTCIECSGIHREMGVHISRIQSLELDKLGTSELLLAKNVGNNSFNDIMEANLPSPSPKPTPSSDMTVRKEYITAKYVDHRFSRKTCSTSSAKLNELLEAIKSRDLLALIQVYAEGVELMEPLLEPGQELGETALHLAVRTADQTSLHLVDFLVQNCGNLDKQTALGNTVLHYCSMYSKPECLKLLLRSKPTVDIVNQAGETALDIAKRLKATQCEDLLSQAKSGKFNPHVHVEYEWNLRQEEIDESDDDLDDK
ARFGAP1 inhibitor: rat ARFGAP1 inhibition; Q62848; Arfgap1-stimulated ARF1 GTP hydrolysis, GDP FP detection; inhibition, % at 16.5 µM; 360,000 tested, 0.26% active; AID 651572;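 active = inhibition above a per-plate limit, mean inhibition of low control wells plus 3 SD, cut at about 25% in these data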;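 note: 0% = DMSO wells with enzyme and 100% = wells lacking Arfgap1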
Target sequence (Q62848 1-136 limits assumed): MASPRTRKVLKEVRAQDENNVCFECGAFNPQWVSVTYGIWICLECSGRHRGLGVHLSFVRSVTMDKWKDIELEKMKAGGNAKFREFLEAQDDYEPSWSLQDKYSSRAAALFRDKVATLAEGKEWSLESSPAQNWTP
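Assay system: Rat Arfgap1 GAP domain (His6, aa 1-136), purified enzyme | Buffer or medium: HEPES 25 mM pH 7.5, NaCl 150 mM, MgCl2, DTT | Schedule: GTP hydrolysis reaction 2 h at 25 °C | Signal: FP of antibody-bound GDP Alexa 633 tracer, ex 620/em 688 nm | Measure: Percent inhibition of Arfgap1-stimulated GTP hydrolysis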
proKLK7 act: activates the human kallikrein-7 zymogen. purified proKLK7, EDANS-DABCYL substrate fluorescence; 100% is mature enzyme control, 0% vehicle. activation, % at 7 µM. 370,000 tested, 0.9% active. P49862;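 active = activation above the mean of all tested compounds plus 3 SD, computed per campaign excluding outliers beyond control limits, cut at about 13% in these data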
UHRF1 MBD2 ctr: UHRF1 methyl-DNA binding inhibition | Q96T88 | UHRF1 binding to methylated oligo, TR-FRET | inhibition, % at 4.4 µM | 370,000 tested, 0.75% active; in the data active = inhibition above about 21%;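 note: UHRF1 SRA domain binding a hemimethylated CpG hairpin DNA probe; 0% = median of test compound wells and 100% = reference inhibitor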
ADAM17 inh: ADAM17 inhibition, QFRET primary screen; P78536; recombinant ADAM17, EDANS/DABCYL FRET peptide cleavage; inhibition, % at 6.95 µM; 370,000 tested, 0.83% active; AID 720648;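 active = inhibition above the mean of compounds lying between control limits plus 3 SD, set per campaign, cut at about 8.5% in these data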;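 note: 0% = DMSO-only wells as the low control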
Tn7 DDE FP: disrupts Tn7 cyclic peptide binding to fibrin D-Dimer-E complex; P02675; FP displacement of FITC-Tn7 peptide from fibrin DD(E); 0% = median of compound wells per plate; inhibition, % at 8.3 µM; 370,000 tested, 0.13% active;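 active = inhibition above the mean of compounds falling within the control limits plus 3 SD of them, cut at about 14% in these data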;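 note: 0% = plate median of compound wells and 100% = 10 µM Aha-Tn7 peptide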
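Assay system: Human clot-derived fibrin DD(E) complex | Buffer or medium: Tris/NaCl/CaCl2 buffer, pH 7.8 | Repeats: One replicate per compound | Benchmarks: Aha-Tn7 high control | Measure: % inhibition scaled between sample-field median and high-control FP | Schedule: 10 min plus 3 h, room temperature | Signal: Fluorescence polarization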
PLCg1 inh: blocks human PLC-gamma1 enzyme activity; 370,000 tested, 0.84% active; purified PLC-gamma1, fluorogenic substrate, fluorescence; AID 720700; inhibition, % at 12.2 µM; P19174; in the data active = inhibition above about 9.5%
MBD2 inh: blocks human MBD2 binding to methylated DNA; Q9UBB5; TR-FRET, MBD2 binding to methylated oligonucleotide; inhibition, % at 4.4 µM; 370,000 tested, 0.31% active; AID 686964; in the data active = inhibition above about 13%
Target sequence (Q9UBB5 whole entry, looked up): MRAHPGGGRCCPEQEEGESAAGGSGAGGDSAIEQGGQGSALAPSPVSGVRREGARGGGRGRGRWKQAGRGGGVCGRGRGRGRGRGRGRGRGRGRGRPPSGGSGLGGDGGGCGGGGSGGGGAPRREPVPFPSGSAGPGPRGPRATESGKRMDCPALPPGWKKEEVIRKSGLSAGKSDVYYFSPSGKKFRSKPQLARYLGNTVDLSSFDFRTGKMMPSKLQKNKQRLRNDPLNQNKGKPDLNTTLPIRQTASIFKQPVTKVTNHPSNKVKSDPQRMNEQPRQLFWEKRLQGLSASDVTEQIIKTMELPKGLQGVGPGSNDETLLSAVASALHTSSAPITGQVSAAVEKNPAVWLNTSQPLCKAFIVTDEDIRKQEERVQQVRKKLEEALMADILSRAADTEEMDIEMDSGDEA
The depositor's hits bear a star; x = no result given. Rows are unselected; about 4.1% have a hit in one of these screens.

SMILES	PLCb3 inh	DDE Tn6 FP inh	ASAP1 inh	ARFGAP1 inhibitor	proKLK7 act	UHRF1 MBD2 ctr	ADAM17 inh	Tn7 DDE FP	PLCg1 inh	MBD2 inh
COC(=O)c1c(C)[nH]c(C(=O)C(C)OC(=O)C2=NNC(=O)CC2)c1C (configuration not stated)	-4	-5	-1	4	0.0	11	-2	1	-3	-3
O=C(CN1C(=O)COc2ccccc21)NCc1ccccn1	2	-4	9	9	0.3	2	-5	-1	8	7
COc1ccc(-c2noc(CCC(=O)N3CCN(c4ccc(C(F)(F)F)cc4)CC3)n2)cc1	3	-3	1	13	-0.3	0	-1	-8	-1	1
CCC(=O)NC1CCN(C(=S)NC)CC1	-5	7	-2	5	-1.2	-3	-1	2	1	0
CC(C)NC(=S)N1CCN(C(c2ccccc2)c2ccccc2)CC1	-1	2	4	-1	0.1	5	2	3	-3	2
COc1cccc(CC(=O)N2CCN(C(=O)C(=O)c3cccc(C(F)(F)F)c3)CC2)c1	1	4	3	-8	0.5	1	-4	1	-3	1
COc1cc(NC(=O)c2cc(-n3cnnc3)ccc2Cl)cc(OC)c1	3	11	-10	-4	-0.7	-2	-3	-1	-1	1
O=C(C1CCCN1S(=O)(=O)c1cccc2cccnc12)N1CCc2ccccc2C1 (configuration not stated)	-1	-1	0	5	0.3	1	-3	-6	-1	6
Cc1ccc(N(C(=O)C2CCCO2)C2C=CS(=O)(=O)C2)cc1Cl (configuration not stated)	2	-2	0	13	0.1	-1	-1	0	2	-1
COc1cc(C(=O)Nc2nc(-c3ccc(C)cc3)cs2)ccc1OCC(=O)N1CCOCC1	-7	-5	10	-7	-0.1	1	-1	0	-4	-3

Structures from the list above that contain fluorine:
SMILES	PLCb3 inh	DDE Tn6 FP inh	ASAP1 inh	ARFGAP1 inhibitor	proKLK7 act	UHRF1 MBD2 ctr	ADAM17 inh	Tn7 DDE FP	PLCg1 inh	MBD2 inh
COc1ccc(-c2noc(CCC(=O)N3CCN(c4ccc(C(F)(F)F)cc4)CC3)n2)cc1	3	-3	1	13	-0.3	0	-1	-8	-1	1
COc1cccc(CC(=O)N2CCN(C(=O)C(=O)c3cccc(C(F)(F)F)c3)CC2)c1	1	4	3	-8	0.5	1	-4	1	-3	1

Later entries.
SMILES	PLCb3 inh	DDE Tn6 FP inh	ASAP1 inh	ARFGAP1 inhibitor	proKLK7 act	UHRF1 MBD2 ctr	ADAM17 inh	Tn7 DDE FP	PLCg1 inh	MBD2 inh
Cc1c(C)n(C)c2ccc([N+](=O)[O-])cc12	0	0	1	3	0.1	-5	1	6	2	-2
C=CCn1c(-c2ccccc2OCC)n[nH]c1=S	-2	12	-2	3	-0.2	-3	1	2	-1	-4
Cc1ccc(-c2nnc(-c3ccccc3S(=O)(=O)Cc3ccc(Cl)cc3)o2)cc1	6	-2	-5	16	-1.2	5	-3	-1	0	9
c1coc(-c2ccnc(-n3cccc3)n2)c1	-24	9	1	-4	-0.7	-5	-14	4	-19	-1
CC1Cc2nc(SCC(=O)Nc3ccc4c(c3)OCO4)n(-c3ccc(F)cc3)c(=O)c2S1 (configuration not stated)	-1	-7	-11	-7	0.3	1	-4	2	1	-2
CCCc1nnc(NC(=O)CCS(=O)(=O)c2ccccc2)s1	-1	1	-9	-15	-0.1	2	-3	-1	-2	-3
CC(C)(C)NC(=O)C(c1ccc(F)cc1)N(C(=O)CCC(=O)Nc1ccccn1)C1CCCC1 (configuration not stated)	-4	-3	3	7	0.4	-1	-3	-3	0	0
O=C(Nn1c(O)c(C=C2N=c3ccccc3=N2)sc1=S)c1ccc(Cl)cc1	-12	-2	12	-7	0.1	-4	-3	0	-11	-4
CC(=O)N1c2ccc(S(=O)(=O)NCCC(=O)Nc3ccccc3C)cc2CC1C (configuration not stated)	-4	-4	3	4	0.0	2	-3	-6	2	6
COC(=O)c1cc(Br)c(=O)n(Cc2ccc3c(c2)OCO3)c1	1	-7	-3	4	-0.1	0	0	-2	-1	-1
O=C(Cc1c(F)cccc1Cl)N1CCN(S(=O)(=O)c2cccs2)CC1	-4	0	-3	-15	0.1	2	-6	2	-1	-4
Cc1cnc(NC(=O)Nc2ccc(Cl)cc2)s1	0	0	-4	6	0.3	1	8	-6	7	4
C=CCOc1ccc2c3c(c(=O)oc2c1)CCCC3	-24	4	1	2	-2.0	0	-51	-7	-15	-1
O=C(CN1CCOCC1)Nc1cc(C(F)(F)F)ccc1Cl	-8	4	-1	2	0.2	4	-3	4	3	-3
CC(C)CC(C(=O)O)N1C(=O)C2C3c4ccccc4C(c4ccccc43)[C@@H]2C1=O (some centres not stated)	-3	-8	2	16	-0.3	0	2	-2	2	6
O=C(Nc1ccc(N2CCN(C(=O)c3ccco3)CC2)cc1)c1ccc(Br)cc1	-10	3	22	9	-0.3	70*	0	0	-2	-1
Cn1c(SCC(=O)Nc2ccc3c(c2)OCO3)nnc1-c1cnccn1	5	-1	10	3	0.1	-2	-3	-9	-2	2
O=C(O)CNc1nc(-c2ccccc2)nc2c1oc1ccccc12	-8	-5	4	4	-0.1	0	-3	-3	-2	0
O=C(Cn1c(=O)oc2ccc(Cl)cc21)Nc1ccon1	-5	3	-5	-1	-0.3	3	-2	0	0	1
Cc1ccc[n+](-c2[nH]c(=O)sc2/C=N/NC(=O)c2ccccc2[O-])c1	1	-2	16	5	-0.6	1	8	-1	14*	1
Cc1ccc(NC(=O)CCC(=O)N/N=C/c2ccccc2O)cc1	-32	-9	6	6	-29	0	-14	-2	-15	-2
CN(C)CCCN(C(=O)c1ccc(S(=O)(=O)N2CCc3ccccc3C2)cc1)c1nc2c(F)cccc2s1	-9	-5	-15	-1	-1.1	-6	0	-3	-1	-6
Cc1ccc(C(=O)CSc2ncnc3sc4c(c23)CCC(C)C4)cc1 (configuration not stated)	3	-2	1	-4	-0.4	2	-2	-4	1	-5
COc1ccc(/C=N/N=C2/SCC(=O)N2Cc2ccccc2)cc1	-5	-4	-18	-2	0.4	2	-1	1	1	1
O=c1c(/C=N\NS(=O)(=O)c2ccccc2)coc2ccc(Cl)cc12	-14	8	-14	-4	-0.3	3	-1	7	0	3
CCOc1ccc(CNS(=O)(=O)c2c(C(=O)N3CCCC3)c(C)n(C)c2C)cc1OC	-4	-4	13	-6	-0.1	0	-2	1	-1	-2
CC[C@@]1(C(=O)OC)N[C@H](CN(C)C(=O)Nc2ccc(OC)cc2)[C@@H]2C(=O)N(C)C(=O)[C@@H]21	0	-2	-6	-8	-0.2	22*	-1	-7	2	11
CCN1CCN(c2nc3c(c(=O)[nH]c(=O)n3C)n2Cc2ccccc2F)CC1	-3	-5	-7	8	0.2	-1	2	-1	1	2
CCN1C(=O)C(c2ccc(O)cc2)(c2ccc(O)cc2)c2ccccc21	2	6	-15	-9	0.9	1	1	1	0	-1
CCOC(=O)c1ccc(NC(=O)c2nc[nH]c2C(=O)N2CCN(c3ccccc3)CC2)cc1	6	2	11	-2	-0.1	3	4	-5	6	0
CC(=O)Cn1c(C(F)(F)F)nc2ccccc21	1	8	11	-4	0.4	0	-5	4	-3	-7
COc1ccc(Oc2ccc(/C=N/NC(=O)c3cccnc3)cc2[N+](=O)[O-])cc1	4	1	-3	-3	-0.3	1	6	0	5	0
O=C(CCCCC(=O)NCc1cccs1)NCc1cccs1	-1	2	6	-5	0.0	23*	-2	-1	3	12
Brc1cccc(-c2n[nH]c(-c3ccccc3)n2)c1	2	-7	6	13	0.1	1	2	0	1	7
COc1ccc(C(=O)CC(Sc2ccccc2N)c2ccc(OC)cc2)cc1 (configuration not stated)	-25	-1	-1	8	-0.2	5	-5	5	-22	6
CCCCNC(=O)c1ccc(CS(=O)(=O)c2ccc(C)cc2)o1	-9	1	-11	9	0.5	8	1	3	-1	3
CCN(CC)CCn1c(C)nc2ccccc21	-4	1	-1	7	-1.0	-1	-2	-5	4	-1
CC(C)Cc1nnc(NC(=O)C2CCCC2)s1	-7	-8	13	6	0.6	-2	-3	-9	-1	3
C[C@H](CO)N1C[C@H](C)[C@@H](CN(C)S(=O)(=O)c2cn(C)cn2)Oc2ncc(Br)cc2C1=O	1	1	-18	5	0.7	-1	-2	-3	-3	-1
COc1c(C(=O)N2CCCC2)ccc2ccccc12	5	0	5	-2	0.4	0	1	1	2	-3

Next section; the last two above are carried over.
SMILES	PLCb3 inh	DDE Tn6 FP inh	ASAP1 inh	ARFGAP1 inhibitor	proKLK7 act	UHRF1 MBD2 ctr	ADAM17 inh	Tn7 DDE FP	PLCg1 inh	MBD2 inh
C[C@H](CO)N1C[C@H](C)[C@@H](CN(C)S(=O)(=O)c2cn(C)cn2)Oc2ncc(Br)cc2C1=O	1	1	-18	5	0.7	-1	-2	-3	-3	-1
COc1c(C(=O)N2CCCC2)ccc2ccccc12	5	0	5	-2	0.4	0	1	1	2	-3
Cc1cc(OCC#N)nc(N)n1	4	-1	-2	-10	-0.7	1	1	3	5	3
O=C(NCCCO)/C(=C\c1ccco1)NC(=O)c1ccco1	-18	6	2	-13	0.7	-6	-9	2	-10	-10
Cc1nn2c(NCCN(C)C)c3c(nc2c1-c1ccccc1)CCCC3	-88	1	-11	-6	0.2	1	-7	5	-73	-3
COc1cccc(CNC(=O)C2CCCN(c3nc4ccccc4o3)C2)c1OC (configuration not stated)	-2	-8	x	x	0.6	4	2	0	1	-1
S=C(NCc1ccco1)Nc1ccccc1Cl	-8	4	12	9	-0.1	-2	1	-4	-2	1
O=C1CC(SCCc2nc3ccccc3[nH]2)C(=O)N1c1ccc(Cl)cc1 (configuration not stated)	-2	4	1	1	-0.2	-1	-2	-4	-2	1
O=C(NCc1ccccn1)Nc1cccc([N+](=O)[O-])c1	-5	3	8	3	0.0	1	0	10	2	-3
COC(=O)c1ccccc1NC(=O)C1CCCN(S(=O)(=O)c2ccc(F)cc2)C1 (configuration not stated)	0	-1	-10	-11	0.4	3	-3	7	-1	-2
O=C(O)CC(SCC(=O)NC1CCCc2ccccc21)C(=O)O (configuration not stated)	-5	-4	-4	4	0.1	-2	-2	2	-1	-4
CC(OC(=O)c1cccc(-n2cnnn2)c1)C(=O)NC1(C#N)CCCCC1 (configuration not stated)	-4	3	10	7	-0.1	-2	-7	6	2	0
CCNC(=O)NC(=O)C(C)OC(=O)C1CCN(S(=O)(=O)c2ccccc2F)CC1 (configuration not stated)	1	5	-14	2	0.2	0	-3	7	-2	-5
CS(=O)(=O)Nc1ccccc1-c1ccc2nccn2c1	-26	2	-2	-6	0.1	-7	-13	4	-18	-1
Cc1ccc(S(=O)(=O)N2CN(CC3CCCO3)c3nc4ccccc4nc32)cc1 (configuration not stated)	-68	0	2	8	1.5	0	-115	3	-48	-3
O=C(CNC(=O)c1ccc(Br)o1)NNC(=O)c1cccc(Cl)c1	-3	-10	-17	12	0.1	-2	-11	-5	1	1
Cc1ccc(-n2nnnc2CN2CCCCC2)cc1	-2	-4	5	-14	0.0	0	-2	-2	1	6
O=C(c1cccs1)N1C[C@@H](O)[C@H](n2cc(C3CC3)nn2)C[C@@H]1c1ccccc1	5	10	0	-7	0.3	-2	4	-5	2	0
COc1cc(NC(=O)CN2C(=O)NC(CC(C)C)C2=O)cc(OC)c1OC (configuration not stated)	-1	0	4	-1	0.0	0	-4	8	-2	-3
